# Source: PubChem BioAssay
# XBP1 UPR activ: activators of adaptive XBP1 UPR arm, primary screen, cell-based, CHO-XBP1 luciferase reporter, luminescence, uHTS | IRE1-XBP1 UPR activation; percent of tunicamycin response, DMSO as zero | activation, % at 20 µM | 330,000 tested, 0.33% active | AID 463104, 2010;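 active = versus positive control, 20 µM dose yields 30% or more activation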;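 note: 100% = tunicamycin at 10 µg/mL and 0% = DMSO only wells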
#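 Test system: CHO-XBP1 luciferase reporter cells | Buffer or medium: Serum-containing F12 medium, 10% FBS | Schedule: 6 h compound exposure at 37 °C, 5% CO2 | Detection: Steady-Glo luciferase glow luminescence, 10 min after reagent addition | Read-out basis: Activation, % of tunicamycin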
# CXCR6 block: CXCR6 receptor inhibitors, primary screen, cell-based, beta-arrestin, luminescence, CHO-K1 PathHunter, 1536-well | AID 602244, 2012 | C-X-C chemokine receptor type 6 (Homo sapiens), O00574 | 360,000 tested, 0.36% active | inhibition, % at 20 µM; in the data active = inhibition above about 34%, passing the limit was not always enough;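 note: antagonist mode with CXCL16 agonist at 10 nM final; 0% = 10 nM CXCL16 with DMSO and 100% = unstimulated wells without agonist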
# Target sequence (O00574 whole entry, looked up): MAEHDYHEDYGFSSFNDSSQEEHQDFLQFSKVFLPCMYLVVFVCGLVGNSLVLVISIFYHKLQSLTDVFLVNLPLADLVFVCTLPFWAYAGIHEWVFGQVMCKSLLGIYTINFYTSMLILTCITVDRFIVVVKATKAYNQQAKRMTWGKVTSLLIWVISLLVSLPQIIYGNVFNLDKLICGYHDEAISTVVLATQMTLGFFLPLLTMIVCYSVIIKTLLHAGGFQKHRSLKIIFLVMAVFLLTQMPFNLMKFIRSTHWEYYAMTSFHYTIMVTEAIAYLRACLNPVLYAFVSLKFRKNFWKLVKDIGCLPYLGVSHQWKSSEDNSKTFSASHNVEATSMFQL
# EBI2 antag: EBI2 receptor antagonists, beta-arrestin recruitment, primary screen, cell-based, luminescence, 7a,25-OHC stimulation, uHTS; inhibition, % at 5 µM; 7a,25-OHC stimulated; G-protein coupled receptor 183 (Homo sapiens), P32249; AID 651636, 2012; 360,000 tested, 0.81% active; in the data active = inhibition above about 38%;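 note: enzyme fragment complementation signal reports receptor beta-arrestin coupling in cells; 0% = agonist plus DMSO wells and 100% = wells without agonist; some results beyond the cut were filed as inactive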
# APJ agonist: agonists of human apelin receptor APJ, primary screen, CHO-K1 cells, PathHunter beta-arrestin, luminescence; AID 2520, 2010; 330,000 tested, 0.11% active; 0% DMSO wells, 100% apelin; P35414; activation, % at 20 µM;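 active = activation more than six SD over the plate average, tested at 20 µM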;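 note: 0% = DMSO alone and 100% = apelin-13 at 10 nM; some results filed as inactive read as strong as hits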
# Target sequence (P35414 whole entry, looked up): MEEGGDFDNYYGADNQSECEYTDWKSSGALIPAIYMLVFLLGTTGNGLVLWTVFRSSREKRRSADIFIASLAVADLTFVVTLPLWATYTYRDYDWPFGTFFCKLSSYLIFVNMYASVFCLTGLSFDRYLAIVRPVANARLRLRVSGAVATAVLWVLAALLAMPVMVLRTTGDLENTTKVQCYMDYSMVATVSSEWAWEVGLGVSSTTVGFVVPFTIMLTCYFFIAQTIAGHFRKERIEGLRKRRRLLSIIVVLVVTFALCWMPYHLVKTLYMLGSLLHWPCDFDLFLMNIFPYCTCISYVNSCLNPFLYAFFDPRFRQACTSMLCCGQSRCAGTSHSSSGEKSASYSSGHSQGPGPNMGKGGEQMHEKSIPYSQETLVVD
#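 Test system – PathHunter CHO-K1 APJ (AGTRL-1) beta-arrestin reporter cells · Input – 1000 cells/well · Compound – single test compound dose, 20 µM final, 1% DMSO · Times – compound stimulation 90 min at 25 °C, detection 60 min · Technique – beta-gal luminescence · Read-out basis – APJ–arrestin association signal · Control set – negative DMSO alone, positive Apelin-13 at 10 nM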
# UPR CHOP act: activators of apoptotic CHOP UPR arm, primary screen, cell-based, CHO-CHOP luciferase reporter, luminescence, uHTS | activation, % at 10 µM | UPR activation; percent of tunicamycin response over DMSO baseline | 330,000 tested, 0.34% active;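 active = at 10 µM dose, activation of 40% or more, normalized to positive control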;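 note: 100% = tunicamycin at 10 µg/mL and 0% = DMSO alone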
#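 System: CHO-CHOP luciferase reporter cell line | Buffer or medium: F12 medium containing 10% fetal bovine serum | Doses: One dose, 10 µM in 0.5% DMSO | Times: 6 h compound exposure at 37 °C after overnight seeding | Signal: Luciferase luminescence | Read-out: % activation vs tunicamycin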
# tim23-1 inh: growth inhibitors of tim23-1 mutant yeast, primary screen, luminescence, uHTS; inhibition, % at 20 µM; 330,000 tested, 1.3% active; S. cerevisiae tim23-1 growth, BacTiter-Glo luminescence, 24 h;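 active = growth inhibition of the mutant yeast at or above 50%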;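 note: temperature-sensitive mutant grown at 25 °C; plate controls were DMSO-treated mutant yeast for no effect and medium wells lacking yeast for full effect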
# CCR6 antag: CCR6 receptor antagonists, primary screen, cell-based, CHO-K1, luminescence, beta-arrestin, uHTS; C-C chemokine receptor type 6 (Homo sapiens), P51684; CHO-K1 CCR6 PathHunter beta-arrestin, CCL20-stimulated; inhibition, % at 20 µM; AID 493098, 2011; 340,000 tested, 0.49% active;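 active = compounds whose inhibition of the agonist-driven luminescence signal at 20 µM reaches about 50%, limit read from the data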;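 note: cells stimulated with CCL20 at 14 nM final; plate controls were DMSO with CCL20 for no effect and DMSO without agonist for full effect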
# Target sequence (P51684 whole entry, looked up): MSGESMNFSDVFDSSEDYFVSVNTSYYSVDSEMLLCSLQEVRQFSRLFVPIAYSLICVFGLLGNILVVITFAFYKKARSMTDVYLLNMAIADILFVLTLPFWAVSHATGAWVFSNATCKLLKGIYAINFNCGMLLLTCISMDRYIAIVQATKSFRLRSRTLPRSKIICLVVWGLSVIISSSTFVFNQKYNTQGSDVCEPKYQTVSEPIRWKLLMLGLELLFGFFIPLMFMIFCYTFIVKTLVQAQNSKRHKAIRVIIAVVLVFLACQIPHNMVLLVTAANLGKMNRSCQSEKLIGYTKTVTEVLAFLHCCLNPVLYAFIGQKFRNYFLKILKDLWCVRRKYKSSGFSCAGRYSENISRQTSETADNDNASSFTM
# Mdm2-MdmX inh: inhibitors of human Mdm2-MdmX association, primary screen, cell-based, luminescence, split luciferase, SaOS-2, uHTS; Protein Mdm4 (Homo sapiens) + E3 ubiquitin-protein ligase Mdm2 (Homo sapiens), …; inhibition, % at 8 µM; SaOS-2 split-luciferase Mdm2/MdmX complementation; 330,000 tested, 3% active;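 active = inhibition of at least 50% at 8 µM in the primary screen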
# APJ antagonist: antagonists of human apelin receptor APJ, primary screen, CHO-K1 cells, beta-arrestin complementation, luminescence; 330,000 tested, 0.32% active; inhibition, % at 20 µM; P35414; AID 2521, 2010;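 active = inhibition above about 40% at 20 µM, limit read from the data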;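 note: cells challenged with 10 nM apelin-13 agonist together with compound; plate controls were apelin-13 plus DMSO wells for no effect and DMSO wells lacking apelin-13 for full effect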
# Numbers without * were called inactive; & = joins results of further samples. Only part of the results is shown; count on the stated rates, not on these rows.
SMILES,XBP1 UPR activ,CXCR6 block,EBI2 antag,APJ agonist,UPR CHOP act,tim23-1 inh,CCR6 antag,Mdm2-MdmX inh,APJ antagonist
COc1cccc(CNC(=O)N[C@@H](CC(C)C)C(=O)O)c1,1.1,-0.6,-5.1,-1.9,-1.3,1.5,1.9,10.9,-8.5
CCOC(=O)C1=C(C)NC(C)=C(C(=O)OCC)C1c1ccc([N+](=O)[O-])s1,-3.0,13.2&12.3,15.7&11.7,-0.9,4.2,10.5,20.1,18.9,6.2
CN(C)CC(=O)Nc1nc(-c2ccccc2)cs1,3.5,-5.5,7.5,1.9,3.3,-5.9,-0.4,-4.7,-25.0
Cc1ccccc1OCC(=O)NCC(=O)OCC(=O)c1ccc2ccccc2c1,-0.8,4.4,14.3,-3.5,0.6,12.8,-17.3,13.8,10.3
CC(NC(=O)CCCC1CCCCC1)c1ccc(S(N)(=O)=O)cc1 (stereo not given),1.9,-0.3,8.1,-1.3,-0.1,-5.1,12.3,1.0,-0.5
C1=C2C[N+]3(CCCC3)CC2Cc2ccc3ccccc3c21 (stereo not given),-3.2,-4.5,-5.8,-1.5,-0.5,2.0,-8.3,0.3,-9.7
O=C(Cc1ccc(Cl)cc1)N/N=C/c1cccc(O)c1,3.2,4.2,0.5,1.3,-2.3,0.0,-15.7,13.2,-4.5
Cc1c(C(N)=O)sc2ncn(CC(=O)NCCc3ccccc3)c(=O)c12,-1.7,2.5,-1.1,0.4,0.3,10.2,3.8,-10.6,2.4
Cc1c(C(=O)NCc2ccco2)oc2c(F)cccc12,-2.2,-3.1,7.7,-4.0,-1.6,1.2,-6.3,17.0,19.3
CCN(CC(=O)NC1CCS(=O)(=O)C1)C(=O)/C=C/c1cccs1 (stereo not given),-0.6,4.8,-7.2,-3.0,-0.3,-10.6,7.3,-15.2,-22.2
NC(=S)NNC(=O)c1cc(C(F)(F)F)cc(C(F)(F)F)c1,-1.4,13.9,8.0,0.9,-0.8,-18.1,2.4,17.8,-12.1
COc1ccc(S(=O)(=O)Nc2ccc3c(c2)OCO3)cc1C(=O)O,-1.1,-2.9,-10.2,0.8,-1.3,5.0,-9.3,13.4,6.2
CC(=O)c1c(C(C)=O)c(C)n(-c2ccc(C)c(NC(=O)c3ccccc3Cl)c2)c1C,-1.8,2.5,-1.1,-5.9,-0.8,12.2,22.1,4.5,-7.5
CCCOc1ccc(/C=C/c2[nH]c(=O)[nH]c(=O)c2[N+](=O)[O-])cc1OCC,-1.5,4.0,8.1,-0.6,0.3,24.4,5.0,20.3,-8.3
CC1(C)C(O)=C(c2nc3ccccc3[nH]2)C(=N)N1c1ccccc1,4.8,4.9,-8.5,-3.2,0.4,8.2,17.3,-15.6,9.2
COc1ccc(CCN2CC(C(=O)N(C)CCOc3ccccc3)CCC2=O)cc1 (stereo not given),-1.6,-7.1,42.0,0.6,-0.2,6.6,7.9,10.1,23.7
CCC(SC1=N/C(=C/c2ccccc2OC)C(=O)N1c1ccccc1)C(=O)Nc1cc(C)on1 (stereo not given),-4.9,-22.5,-1.7,0.3,-2.8,29.3,8.3,25.0,-14.7
COc1ccc(S(=O)(=O)Nc2nccs2)cc1OC,-0.6,1.9,-12.5,-5.0,0.1,10.9,-3.2,-23.0,-11.5
S=c1[nH]nc(-c2ccccc2)n1CC1CCCO1 (stereo not given),-2.8,2.1,-5.8,5.4,-1.0,4.8,0.6,8.5,-9.1
COC(=O)[C@H](CCSC)NC(=O)Nc1ccc(C)c(C)c1,-0.9,4.2,7.2,-0.6,-0.4,12.9,-10.8,14.4,0.1
O=C(C1=C(O)C(=O)N(Cc2ccco2)C1c1cccc(O)c1)c1ccco1 (stereo not given),0.2,-1.5,7.2,-0.2,-1.6,-13.3,-1.8,22.7,3.4
CCNC(=O)CC1SC(=Nc2cccc3ccccc23)N(C)C1=O (stereo not given),-0.4,1.0,-1.6,-3.3,-2.3,19.3,6.6,10.5,-15.5
C=C(C)c1cccc(C(C)(C)NC(=O)NCc2ccncc2)c1,-2.3,-3.0,9.1,-2.6,1.0,-6.0,0.3,11.9,14.7
Cc1[nH]c2ccccc2c1CCNS(=O)(=O)c1ccc(S(N)(=O)=O)cc1,-0.8,-3.5,-1.5,-3.5,-1.5,3.8,2.8,6.4,-13.2
CCOC(=O)c1ccc(-c2ccc(C=O)o2)cc1,5.0,-12.4,-14.7,3.2,3.4,21.0,-8.9,-22.9,-7.8
# New compounds follow
SMILES,XBP1 UPR activ,CXCR6 block,EBI2 antag,APJ agonist,UPR CHOP act,tim23-1 inh,CCR6 antag,Mdm2-MdmX inh,APJ antagonist
Cc1nc(SCc2ccccc2)c2ccsc2n1,-0.9,-3.3,7.2,-2.0,1.8,23.1,13.4,26.3,-0.9
CCOC(=O)c1c(NC(=O)COC(=O)/C=C/c2ccco2)sc2c1CC(C)(C)NC2(C)C,9.7,-4.1,8.8,9.8,0.3,22.4,24.7,31.9,25.9
COc1ccc(CC(=O)Nc2cccnc2)cc1,-4.1,4.9,5.1,-1.4,3.1,11.8,15.1,3.3,-8.9
COc1ccc(S(=O)(=O)N(C)C[C@H]2Oc3c(NC(=O)Nc4ccc(C(F)(F)F)cc4)cccc3C(=O)N([C@H](C)CO)C[C@@H]2C)cc1,4.8,-3.9,23.6,0.2,3.9,29.7,-2.6,51.7*,4.0
Cc1cc(/C=N/O)c(C)n1-c1ccc(Br)cc1,0.0,-4.7,3.5,-3.7,-2.2,3.2,10.4,18.2,16.3
CN(C(=O)COC(=O)c1ccccc1NCCO)C1CCS(=O)(=O)C1 (stereo not given),-0.9,-2.4,3.1,7.4,0.8,4.8,-5.8,7.6,13.2
O=C(CCC1CCCC1)N1CCN(S(=O)(=O)c2ccc(Br)cc2)CC1,-3.5,-0.4,1.3,-2.9,-0.9,22.2,15.1,10.7,5.0
O=c1cc2c(nn1Cc1cccc([N+](=O)[O-])c1)-c1ccccc1CC2,-1.6,-2.7,-0.4,-3.7,1.0,30.4,2.7,32.7,9.4
CC(C)n1cnc2c(Nc3cccc(Cl)c3)nc(N(CCO)CCCO)nc21,-3.9,2.7,29.2,-1.7,2.5,24.3,6.1,88.9*,-69.9
CCOC(=O)C(C)n1cnc2c(nnn2-c2cccc(OC)c2)c1=O (stereo not given),-2.1,-0.9,0.6,0.2,4.1,13.5,9.2,-23.3,-2.4
Cc1cc(C)c(OCC(=O)N2CCN(c3ncc(C(F)(F)F)cc3Cl)CC2)c(C)c1,-0.5,1.7,9.0,-10.4,0.2,38.2,12.8,-2.2,-6.7
CCn1ncc(C2=NOC(C(=O)Nc3cccc(O)c3)C2)c1C (stereo not given),3.3,-1.4,-4.3,-3.1,1.3,4.2,4.8,17.9,20.1
C/C(Cc1ccccc1)=N\NC(=O)CNC(=O)c1ccc(Br)cc1,0.1,-7.8,-13.6,-4.4,2.9,-12.8,8.5,0.9,-1.9
CC(=O)Nc1ccc(S(=O)(=O)NCC2CCC(C(=O)NCCCN(C)Cc3ccccc3)CC2)cc1 (stereo not given),0.7,-13.3,-5.0,0.9,-0.3,-4.1,12.1,3.0,-8.5
O=C1CCCN1c1ccc(S(=O)(=O)N2CCCCC2)cc1[N+](=O)[O-],-3.7,-4.4,-14.2,0.4,1.6,12.1,16.2,-9.1,-7.4
Cc1cc(=O)c2c(o1)CC(C)(C)CC2=O,-3.0,-0.8,-23.5,1.6,-1.1,-11.0,18.5,20.9,3.8
C[C@H](NC(=O)C1CCN(S(=O)(=O)c2ccccc2)CC1)C(=O)NCc1ccccn1,-2.5,1.3,-8.5,2.9,-1.6,-7.3,4.2,-5.0,14.5
CNC(=O)C(=O)Nc1ccc2c(c1)N(S(=O)(=O)c1cccs1)CCC2,-2.6,5.8,2.0,-5.3,3.2,30.4,0.9,14.3,-38.0
CCCCCOc1ccc(NC(=O)C(=O)NCC2CCCN2CC)cc1 (stereo not given),1.2,-3.7,-0.2,1.2,0.5,16.3,10.1,-3.7,1.6
CC1(C)Cc2c(cnn2-c2ccccc2)C(=O)/C1=N\NC(=O)c1ccncc1,-0.6,-7.0,-9.5,3.8,-0.6,18.9,12.5,18.8,17.5
COc1ccc(-c2cccc(NS(=O)(=O)c3cccc([N+](=O)[O-])c3)c2)nn1,5.3,-4.5,1.8,7.7,-1.3,-1.7,9.3,-5.3,-29.4
Cc1ccc(C)c(OCCC(=O)OCC(=O)NCCNC(=O)COC(=O)CCOc2cc(C)ccc2C)c1,-3.7,-0.3,-18.1,10.8,1.1,6.7,-9.2,22.8,-5.4
COc1cc(OC)cc(N2C(=O)CSCC2=O)c1,-3.8,-14.6,-10.1,1.9,1.0,12.8,-5.4,24.0,4.2
CCOC(=O)c1sc2nc(C(C)C)c3c(c2c1N)CC(C)(C)OC3,0.3,6.8,-2.1,-2.9,-4.3,14.9,-0.9,44.1,3.8
COC(=O)CNC(=O)COC(=O)/C=C/c1cccs1,-1.9,-6.9,-8.9,-6.7,2.1,3.0,0.2,-17.0,-18.2
CCOC(=O)N1CCN(S(=O)(=O)c2ccc3[nH]c(=O)sc3c2)CC1,1.4,-1.5,-5.0,2.7,-1.9,-9.5,2.2,-4.1,16.0
Cc1ccc(SC(C)C(=O)N2CCN(c3ccccc3)CC2)cc1 (stereo not given),-4.7,-4.7,2.3,-3.2,1.5,35.8,13.2,7.3,-1.0
CN(C)S(=O)(=O)c1ccc(NC(=S)NC(=O)C2CCC2)cc1,-3.8,-6.6,-5.5,-6.2,-1.8,17.5,21.0,25.6,-24.3
Cc1[nH]c2ccccc2c1/C=N/NC(=O)CNC(=O)c1cccs1,-1.1,-6.9,-14.9,0.8,-1.8,-12.0,0.3,19.1,-17.5

# Given field by field: 2 of the compounds above
O=C(CCC1CCCC1)N1CCN(S(=O)(=O)c2ccc(Br)cc2)CC1
  XBP1 UPR activ = -3.5
  CXCR6 block = -0.4
  EBI2 antag = 1.3
  APJ agonist = -2.9
  UPR CHOP act = -0.9
  tim23-1 inh = 22.2
  CCR6 antag = 15.1
  Mdm2-MdmX inh = 10.7
  APJ antagonist = 5.0

CC(=O)c1c(C(C)=O)c(C)n(-c2ccc(C)c(NC(=O)c3ccccc3Cl)c2)c1C
  XBP1 UPR activ = -1.8
  CXCR6 block = 2.5
  EBI2 antag = -1.1
  APJ agonist = -5.9
  UPR CHOP act = -0.8
  tim23-1 inh = 12.2
  CCR6 antag = 22.1
  Mdm2-MdmX inh = 4.5
  APJ antagonist = -7.5
